Efflux pump mplx: inhibitors of Candida efflux pumps in yeast, primary screen, S. cerevisiae, Nile Red, multiplex. S. cerevisiae Candida pump triplex. inhibition, % at 10 µM. 0.44% of 330,000 active. AID 485275, 2010;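 active means plate passing quality check with inhibition over a set limit, or well fluorescence over plate mean plus 4 SD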;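 further: Nile Red retained in pooled yeast measured as flow cytometry median fluorescence; 0% = buffer negative control and 100% = Enniatin B positive control; higher means more Nile Red kept so more efflux inhibition; some compounds called inactive have numbers as strong as hits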
CIT2-GFP yeast: modulators of CIT2-GFP expression in yeast, primary screen, S. cerevisiae, GFP fusion, multiplex flow cytometry, MLPCN library; S. cerevisiae CIT2-GFP strain, 3 h; 100 means same as DMSO wells; GFP response vs DMSO, % at 10 µM; 0.065% of 320,000 active; AID 2029, 2009;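 active means GFP response relative to DMSO above a set limit, near the screen mean plus 3 SD, cut at about 150% in these data; inconclusive means Fewer than 70 cells measured for a yeast strain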;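 further: ratio of well median GFP fluorescence to mean of DMSO wells on the plate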
LAP4 TOR yeast: modulators of LAP4-GFP expression in yeast, primary screen, S. cerevisiae, multiplex flow cytometry, MLPCN library. 3 h; median GFP as percent of DMSO wells. GFP response vs DMSO, % at 10 µM. 0.34% of 320,000 active;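 active means GFP response vs DMSO above a set limit, about the screen mean plus 3 SD, cut at about 150% in these data; inconclusive means under 70 cell events counted for the yeast strain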
AGP1 TOR yeast: modulators of AGP1-GFP expression in yeast TOR pathway, primary screen, cell-based, multiplex flow cytometry, S. cerevisiae, MLPCN library. 3 h; GFP as percent of DMSO wells. 0.02% of 320,000 active. GFP response vs DMSO, % at 10 µM;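 active means GFP response relative to DMSO above a set limit, near screen average plus 3 SD, cut at about 150% in these data; inconclusive means fewer than 70 cells counted for the yeast strain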;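 further: median GFP channel fluorescence of the gated AGP1 strain per well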
AHR activator: AHR activators, primary screen, cell-based, luminescence, luciferase reporter, human. Aryl hydrocarbon receptor (Homo sapiens), P35869. AHR-responsive luciferase reporter cells. activation, % at 5 µM. 2.5% of 320,000 active. AID 2796, 2010; in the data active means activation above about 47%;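 further: 0% = vehicle wells and 100% = reference agonist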
Target sequence (P35869 whole entry, looked up): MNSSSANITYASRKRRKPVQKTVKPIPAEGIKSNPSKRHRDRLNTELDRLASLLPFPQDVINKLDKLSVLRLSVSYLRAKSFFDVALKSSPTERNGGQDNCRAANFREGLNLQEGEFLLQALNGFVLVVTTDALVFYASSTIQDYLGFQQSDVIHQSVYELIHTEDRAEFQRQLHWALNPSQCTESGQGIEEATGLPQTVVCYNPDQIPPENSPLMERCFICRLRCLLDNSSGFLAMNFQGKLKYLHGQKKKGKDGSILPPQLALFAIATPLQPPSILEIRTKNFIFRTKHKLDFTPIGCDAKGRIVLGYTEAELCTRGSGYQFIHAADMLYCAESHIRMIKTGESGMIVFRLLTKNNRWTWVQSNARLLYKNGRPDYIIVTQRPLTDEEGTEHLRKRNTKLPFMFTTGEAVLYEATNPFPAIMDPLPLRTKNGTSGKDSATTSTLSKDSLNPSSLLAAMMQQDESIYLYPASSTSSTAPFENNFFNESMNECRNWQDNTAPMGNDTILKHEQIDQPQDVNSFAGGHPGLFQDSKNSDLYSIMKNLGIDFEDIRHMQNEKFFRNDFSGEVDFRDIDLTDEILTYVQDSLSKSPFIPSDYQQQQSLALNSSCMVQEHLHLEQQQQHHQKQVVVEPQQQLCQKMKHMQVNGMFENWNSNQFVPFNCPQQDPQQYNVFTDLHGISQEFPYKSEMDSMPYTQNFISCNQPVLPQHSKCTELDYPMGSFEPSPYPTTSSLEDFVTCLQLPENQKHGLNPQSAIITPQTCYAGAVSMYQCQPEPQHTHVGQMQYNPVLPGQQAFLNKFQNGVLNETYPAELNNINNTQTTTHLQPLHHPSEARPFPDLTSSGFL
Yeast superoxide: reduction of superoxide in aged yeast, primary screen, HTS. superoxide response (% of plate mean), % at 10 µM. 0.18% of 330,000 active. S. cerevisiae aged cells, superoxide DHE fluorescence; hits give low values;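 active means superoxide response under a set limit, about three screen SD below normal, cut at about 65% in these data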;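 further: yeast aged for seven days with compound at 30 °C before DHE staining; 100% = average MFI of all compound-treated wells on the plate with controls excluded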
MEP2-GFP yeast: modulators of MEP2-GFP levels in yeast, primary screen, S. cerevisiae, multiplex flow cytometry, MLPCN library. S. cerevisiae MEP2-GFP strain, 3 h; 100% = DMSO control level. GFP response vs DMSO, % at 10 µM. AID 2016, 2009. 0.51% of 330,000 active;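 active means GFP response versus DMSO above a set limit, roughly screen mean plus 3 SD, cut at about 180% in these data; inconclusive means fewer than 70 cells counted for a yeast strain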;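 further: median GFP fluorescence of the barcode-gated MEP2-GFP cells per well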
RPL19A TOR yeast: RPL19A-GFP expression modulators in yeast, primary screen, cell-based, S. cerevisiae, multiplex flow cytometry, MLPCN | S. cerevisiae RPL19A-GFP strain, 3 h; hits give low values | percent response vs DMSO, % at 10 µM | 0.3% of 330,000 active;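 active means percent response vs DMSO below 50%; inconclusive means fewer than 70 events counted for the yeast strain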;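 further: median channel GFP fluorescence of the barcoded RPL19A-GFP strain; ratio of sample median GFP to plate DMSO average so 100% = DMSO; lower means less RPL19A-GFP as with rapamycin TOR inhibition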
* = called active by the depositor; ? = inconclusive; . = no result given.

mol	Efflux pump mplx	CIT2-GFP yeast	LAP4 TOR yeast	AGP1 TOR yeast	AHR activator	Yeast superoxide	MEP2-GFP yeast	RPL19A TOR yeast
CC(=O)c1ccc(N2CCN(c3ccc(S(=O)(=O)N4CCN(C)CC4)cn3)CC2)cc1	0.0	101.3	102.6	99.5	1.9	100.2	100.7	96.8
S=C(NCc1cccnc1)c1ccccc1	-0.1	104.0	83.8	95.4	7.2	83.4	104.2	102.8
CCOC(=O)C1(Cc2cccc(OC)c2)CCCN(S(=O)(=O)N(C)C)C1 (configuration not stated)	0.1	105.6	90.7	94.2	4.9	104.5	111.5	99.4
Cc1cccc(C(C)(C)C)c1OCCCCN1CCCC1	-0.2	84.0	.	90.4	-0.9	104.7	88.5	89.7
CC(=O)c1ccc(OCC(C)Oc2ccc(C#N)cc2)cc1 (configuration not stated)	0.1	100.5	96.3	96.2	2.1	94.4	105.1	109.7
CCOC(=O)CNC(=O)c1ccc(C)cc1	0.1	88.5	90.7	92.8	0.5	105.7	92.9	93.1
CCN(C(=O)CSc1ncccn1)C1CCS(=O)(=O)C1 (configuration not stated)	0.0	108.9	93.9	102.5	-3.1	95.8	102.3	100.8
CN(C(=O)COC(=O)/C=C/c1cccs1)c1c(N)n(Cc2ccccc2)c(=O)[nH]c1=O	-0.2	91.4	89.3	89.7	-1.2	100.0	95.7	88.0
COc1ccc(CCNS(=O)(=O)c2cc3c(cc2C)NC(=O)CO3)cc1OC	0.1	112.2	110.7	108.8	1.0	102.8	102.9	102.5
COc1cc(NC(=S)NC(=O)c2ccccc2F)ccc1NC(=O)c1cccs1	-0.1	114.6	110.6	104.0	6.0	83.0	102.4	102.8
CC(C)C1Oc2ccccc2C(=O)N(CC(=O)c2ccc3c(c2)OCCO3)C1=O (configuration not stated)	0.0	98.1	97.4	97.4	1.6	97.9	106.8	96.3
COc1cc2c(cc1OC)C(c1ccccc1)N(C(=O)c1ccccc1F)CC2 (configuration not stated)	0.1	105.4	88.6	94.2	1.3	100.9	98.4	106.9
COc1ccc(CCNC(=O)C2CC(c3c(Cl)cccc3Cl)=NO2)cc1 (configuration not stated)	-0.1	81.0	108.3	85.8	0.8	103.6	86.4	97.3
CCCCNC(=O)CNC(=O)c1nn(-c2ccc(OC)cc2)c(=O)c2ccccc12	-0.1	100.3	106.8	102.1	3.1	97.7	103.3	97.1
CC1(c2ccc(Cl)cc2Cl)NC(=O)N(CC(=O)Nc2cccnc2Cl)C1=O (configuration not stated)	-0.1	101.2	97.4	101.9	1.2	121.7	100.3	92.0
CC1(C)Cc2noc(N)c2C(C)(C)N1OC(=O)c1cccs1	0.1	93.3	93.6	97.0	0.0	107.9	94.4	96.2
COc1cccc(C(=O)Nc2nnc(-c3ccccc3)s2)c1	0.2	94.8	82.1	90.7	.	101.2	102.3	101.2
O=C1CCCN1CCC1CCCCN1Cc1nc(COc2ccccc2)no1 (configuration not stated)	-0.1	94.9	101.6	101.0	0.0	101.0	98.7	96.2
O=C(Cc1ccccc1)Nc1ccccc1N1CCCC1	-0.1	96.5	91.5	72.1	4.5	100.0	116.2	92.6
O=C(CNC(=O)Cc1ccccc1)NCc1cccc(C(F)(F)F)c1	0.0	100.7	99.6	99.9	1.4	84.4	103.3	103.0
CC(C)C(c1nnnn1C1CCCC1)N1CCCCC1 (configuration not stated)	0.1	.	86.7	100.6	0.5	103.0	99.2	101.5
N#Cc1c2n(c3c(-c4ccccc4)ncnc13)CCC2	0.0	86.6	81.2	.	-0.9	90.8	82.8	92.3
C=CCn1c(C)cc(C(=O)COC(=O)c2ccc3c(c2)NC(=O)CS3)c1C	0.2	98.4	92.2	97.7	2.2	94.8	98.0	97.5
CCOc1ccc(C(C(=O)NCC2CCCO2)N(C(=O)c2snc(C(N)=O)c2N)c2ccc3c(c2)OCCO3)cc1 (configuration not stated)	0.0	99.3	95.3	100.3	1.7	107.4	99.1	108.4
COc1cc(NC(=O)COc2cccc3c2OC(C)(C)C3)cc(OC)c1OC	0.1	98.4	101.0	104.2	-0.5	147.6	114.4	103.1
O=C1c2cccnc2C(=O)N1Cc1ccc(S(=O)(=O)N2CCN(c3ccc(Cl)cc3)CC2)cc1	0.1	89.3	95.1	88.6	0.8	132.6	95.3	94.1
COc1cccc(C(=O)NC(C)c2ccc(-c3ccccc3)cc2)c1OC (configuration not stated)	-0.1	111.3	96.1	100.0	3.6	89.1	105.0	103.5
CCN(c1ccccc1)S(=O)(=O)c1ccc(C(=O)N2CC(C)CC(C)C2)cc1 (configuration not stated)	0.1	102.5	98.7	102.1	-0.4	88.4	98.0	100.6
O=S(=O)(c1ccccc1F)N1CCC(Oc2ccc(-n3cnnn3)cc2)CC1	-0.2	100.9	?	72.9	-1.5	82.7	96.8	78.7
Cc1cc(=O)oc2cc(OCC(=O)NC3CC(C)(C)NC(C)(C)C3)c(Cl)cc12	-0.1	101.5	100.2	104.2	3.5	107.9	103.8	102.1
CCC(=O)N1CCC(NC(=O)Nc2ccc(OC(F)(F)F)cc2)CC1	-0.3	106.7	101.7	97.7	0.0	101.0	94.1	96.4
O=C(NCCCN1CCOCC1)c1cc(-c2ccc(Cl)s2)nc2ccccc12	0.1	96.5	109.9	95.8	5.6	96.9	107.6	104.3
Cc1cc(NS(=O)(=O)c2ccc(NC(=O)/C=C/c3ccccc3)cc2)no1	-0.2	105.6	92.5	102.3	1.7	103.3	104.4	100.2
COc1cc(N)c(Cl)cc1C(=O)OCC(=O)N1c2ccccc2NC(=O)C1(C)C	0.1	97.0	96.4	99.0	0.2	93.4	99.5	99.0
Cc1ccc(N(CC(=O)NCC2CCCO2)C(=O)CCC(=O)Nc2ccccn2)cc1C (configuration not stated)	0.2	92.4	91.4	91.0	8.0	107.1	96.3	96.2
Cc1cc(C)cc(C(=O)NC(CC(N)=O)c2ccc(N3CCC(Br)CC3)c([N+](=O)[O-])c2)c1 (configuration not stated)	-0.1	86.6	114.2	84.8	-1.2	98.7	89.3	93.7
Cc1cccc(Cl)c1NC(=O)N1CCCN(c2nc3ccc(Cl)cc3s2)CC1	-0.1	90.4	94.5	102.0	-8.2	97.4	106.9	101.7
COCc1cc(=O)[nH]c(=S)[nH]1	-0.2	100.7	94.0	107.1	-4.1	97.7	98.4	99.1
COC(=O)c1cc(Cl)c(NC(=O)c2ccc(C(C)(C)C)cc2)cc1OC	-0.1	114.4	98.8	116.8	4.1	93.6	105.2	110.2
Cc1cc(OCC(=O)NC(C)C)cc(C)c1Cl	0.2	88.8	104.6	97.7	14.3	98.9	93.5	99.3

Another view of some results above.
Molecule: COCc1cc(=O)[nH]c(=S)[nH]1
  Efflux pump mplx: -0.2 | CIT2-GFP yeast: 100.7 | LAP4 TOR yeast: 94.0 | AGP1 TOR yeast: 107.1 | AHR activator: -4.1 | Yeast superoxide: 97.7 | MEP2-GFP yeast: 98.4 | RPL19A TOR yeast: 99.1
Molecule: COC(=O)c1cc(Cl)c(NC(=O)c2ccc(C(C)(C)C)cc2)cc1OC
  Efflux pump mplx: -0.1 | CIT2-GFP yeast: 114.4 | LAP4 TOR yeast: 98.8 | AGP1 TOR yeast: 116.8 | AHR activator: 4.1 | Yeast superoxide: 93.6 | MEP2-GFP yeast: 105.2 | RPL19A TOR yeast: 110.2
Molecule: Cc1cc(OCC(=O)NC(C)C)cc(C)c1Cl
  Efflux pump mplx: 0.2 | CIT2-GFP yeast: 88.8 | LAP4 TOR yeast: 104.6 | AGP1 TOR yeast: 97.7 | AHR activator: 14.3 | Yeast superoxide: 98.9 | MEP2-GFP yeast: 93.5 | RPL19A TOR yeast: 99.3

Additional records follow.
mol	Efflux pump mplx	CIT2-GFP yeast	LAP4 TOR yeast	AGP1 TOR yeast	AHR activator	Yeast superoxide	MEP2-GFP yeast	RPL19A TOR yeast
Cc1nc2sc(C#N)c(N)c2c2c1CCCC2	0.2	77.2	107.7	94.9	-2.9	89.9	102.1	96.1
CCc1ccc(S(=O)(=O)N2c3ccc(C)cc3C3CN(C)CCC32)cc1 (configuration not stated)	0.2	90.3	101.6	97.4	-0.8	110.4	97.4	91.9
CC1=C(C(=O)N2CCN(C(=O)c3ccco3)CC2)C2(CCC(C)CC2)OC1=O (configuration not stated)	0.0	101.1	101.7	102.5	1.1	91.6	109.9	99.2
Cc1cc(NC(=O)CS(=O)(=O)Cc2ccccc2)no1	-0.1	102.8	95.2	103.0	-0.5	90.0	103.3	105.4
O=C(NC12CC3CC(CC(C3)C1)C2)C1CC(=O)N(c2ccccc2)C1 (configuration not stated)	0.1	98.0	91.0	100.2	2.8	79.0	100.1	104.0
COc1ccc(NCC(=O)Nc2ccc(Br)cc2F)c(OC)c1	-0.1	75.1	114.0	96.8	4.0	89.5	96.3	96.1
COc1ccc(S(=O)(=O)Nc2ccc3c(c2)N(C(C)=O)CCC3)cc1OC	1.0*	92.8	99.4	100.1	0.0	105.4	109.2	104.1
CSc1nnc(-c2cc(Br)ccc2N=Cc2c(C)[nH]n(-c3ccccc3)c2=O)c(=O)[nH]1	-0.2	.	97.9	104.3	18.8	111.8	100.9	101.5
CCC(=O)N(c1ccc(F)cc1)C1C=CS(=O)(=O)C1 (configuration not stated)	0.0	107.5	95.7	105.0	0.2	96.5	103.3	100.2
CCc1nnc(SCC(=O)Nc2nc(C)c(C(=O)N(C)C)s2)n1CC	0.1	91.4	92.8	95.7	-3.2	117.4	97.0	94.7
Fc1ccc(C2CCCCN2Cc2nc(CC3CC3)no2)cc1 (configuration not stated)	0.1	99.2	97.7	96.6	-4.1	97.2	97.2	101.4
CC#CC(=O)NC1CCCN(C2Cc3ccccc3C2)C1 (configuration not stated)	0.0	101.0	98.5	104.2	12.2	103.0	102.2	96.7
Cc1nc(-c2ccccc2)sc1C(=O)/C=C/c1ccccc1	0.1	102.4	103.8	101.0	-4.0	100.0	101.6	99.5
Cc1ccc(C(=O)N2CCN(C(=O)N3CCOCC3)CC2)cc1	0.0	96.3	101.2	105.1	1.5	95.6	102.5	98.9
COCc1ccc(C(=O)NC2CC(C)(C)Cc3c2cnn3-c2ccc(C)cc2)o1 (configuration not stated)	0.2	91.4	93.6	96.7	2.2	85.7	97.0	95.1
CC(=O)c1ccc(NC(=S)NC(=O)/C=C/c2ccccc2)cc1	0.1	110.3	86.9	105.5	2.2	106.6	98.0	106.3
COC(=O)Cc1c(C)nc2nc(-c3ccc(OC)cc3)[nH]n2c1=O	0.0	99.7	108.3	107.9	0.2	108.9	104.8	101.0
CC1CCc2nn(CC(=O)NC3CCCC3)cc2C1 (configuration not stated)	-0.1	106.7	96.7	98.7	4.6	91.4	107.4	96.2
O=C(c1ccc2ncsc2c1)N1CCN(c2ccccc2Cl)CC1	-0.1	98.4	93.3	96.4	4.5	105.3	100.6	97.8
CCOC(=O)C1CCN(C(=O)Cn2cccc2C(=O)c2ccccc2)CC1	-0.1	91.1	103.1	97.2	2.8	99.9	93.9	92.8
O=C(CCSc1ccccc1)NC1CCCC1	0.0	91.6	97.5	94.2	1.6	102.0	102.3	96.9
CCOC(=O)c1c(NC(=O)C(=O)N/N=C(\C)c2ccc(OC)cc2)sc2c1CCCCC2	-0.1	91.0	88.6	90.8	4.9	112.8	99.8	100.2
Cc1cc(N2CCCC2=O)ccc1S(=O)(=O)Nc1c(C)nn(C)c1C	0.0	102.4	96.2	97.0	0.4	106.0	103.0	98.0
C[C@H](CO)N1C[C@H](C)[C@@H](CN(C)C(=O)Nc2ccccc2)Oc2ccc(NC(=O)c3ccncc3)cc2C1=O	0.1	94.5	96.5	96.5	-2.0	116.9	96.6	95.5
